# Source: PubChem
# Rv3671c inh: Rv3671c serine protease inhibitors, primary screen, biochemical, fluorescence polarization, M. tuberculosis H37Rv; P9WHR9; inhibition, % at 5.96 µM; actives 0.048% (n = 320,000); AID 2606, 2010; in the data active means inhibition above about 38%;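 further: extracellular domain of Rv3671c used as enzyme; 0% = enzyme with DMSO and 100% = no enzyme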
# UGM FP inh: M. tuberculosis UGM enzyme inhibitors, primary screen, biochemical, fluorescence polarization, single point; inhibition, % at 10 µM; purified UGM, fluorescence polarization probe displacement; UDP-galactopyranose mutase (Mycobacterium tuberculosis (strain ATCC 25618 / H37Rv)), …; AID 504406, 2011; actives 0.06% (n = 320,000); in the data active means inhibition above about 10%, passing the limit was not always enough; inconclusive means no clear call, values can overlap the other calls
# Target sequence (P9WIQ1 whole entry, looked up): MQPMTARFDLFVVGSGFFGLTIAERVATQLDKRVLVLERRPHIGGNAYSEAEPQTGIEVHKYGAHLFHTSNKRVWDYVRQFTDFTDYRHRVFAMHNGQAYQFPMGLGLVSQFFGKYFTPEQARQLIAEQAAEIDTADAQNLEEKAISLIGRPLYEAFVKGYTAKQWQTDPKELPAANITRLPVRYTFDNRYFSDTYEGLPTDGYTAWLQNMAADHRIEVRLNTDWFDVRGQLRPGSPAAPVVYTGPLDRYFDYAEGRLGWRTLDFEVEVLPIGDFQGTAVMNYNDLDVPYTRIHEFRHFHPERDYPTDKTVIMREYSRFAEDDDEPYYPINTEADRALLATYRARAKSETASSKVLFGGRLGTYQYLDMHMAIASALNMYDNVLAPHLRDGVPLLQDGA
# FBA Mtb inh: Mtb FBA enzyme inhibitors, primary screen, biochemical, fluorescence, strain H37Rv; purified M. tuberculosis FBA, fluorescence read-out; inhibition, % at 1 µM; actives 2.3% (n = 360,000); in the data active means inhibition above about 27%;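 further: 0% = vehicle and 100% = reference inhibitor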
# Target sequence (P9WQA3 whole entry, looked up): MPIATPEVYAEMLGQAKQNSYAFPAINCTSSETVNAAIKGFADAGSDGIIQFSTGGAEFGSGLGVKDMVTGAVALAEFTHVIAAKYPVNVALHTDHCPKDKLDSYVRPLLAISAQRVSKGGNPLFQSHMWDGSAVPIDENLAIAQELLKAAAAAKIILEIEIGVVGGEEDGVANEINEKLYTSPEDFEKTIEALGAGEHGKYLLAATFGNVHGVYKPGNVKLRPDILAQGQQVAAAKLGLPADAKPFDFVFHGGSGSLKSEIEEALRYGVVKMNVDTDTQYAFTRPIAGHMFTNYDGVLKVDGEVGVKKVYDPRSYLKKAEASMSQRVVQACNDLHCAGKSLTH
# PrPC surface inh: inhibitors of human cell surface prion protein PrPC, primary screen, cell-based, TR-FRET. Major prion protein (Homo sapiens), P04156. inhibition, % at 13.8 µM. TR-FRET read-out. actives 0.43% (n = 370,000); in the data active means inhibition above about 24%; further: 0% = median of the test wells and 100% = reference compound wells
# MazF activator: activators of E. coli MazEF toxin-antitoxin RNase, primary screen, biochemical, fluorescence, uHTS. FAM/BHQ RNA-DNA oligo cleavage fluorescence, 5 h. Endoribonuclease toxin MazF (Escherichia coli (strain K12)), P0AE70. AID 504720, 2011. activation, % at 20 µM. actives 0.32% (n = 350,000); in the data active means activation above about 50%
# Target sequence (P0AE70 whole entry, looked up): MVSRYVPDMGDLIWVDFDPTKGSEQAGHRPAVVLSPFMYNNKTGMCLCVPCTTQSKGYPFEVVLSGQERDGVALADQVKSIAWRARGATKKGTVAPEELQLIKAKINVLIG
# BioA inh: M. tuberculosis BioA enzyme inhibitors, primary screen, biochemical, plate reader, single point, HTS; 7,8-diaminopelargonic acid synthase BioA (Mycobacterium tuberculosis); purified M. tuberculosis BioA enzyme; inhibition, % at 9.99 µM; actives 0.096% (n = 360,000); in the data active means inhibition above about 40%; inconclusive means no clear call, values can overlap the other calls
# FadD28 binding: inhibitors of FadD28 bisubstrate probe binding, primary screen, biochemical, fluorescence polarization, single point | Mycobacterium tuberculosis FadD28 fatty-acid-AMP ligase | inhibition, % at 12.5 µM | actives 0.22% (n = 360,000) | AID 588549, 2011; in the data active means inhibition above about 8.5%, passing the limit was not always enough; inconclusive means no clear call, values can overlap the other calls
# BoNT-F LC inh: BoNT/F light chain protease inhibitors, primary screen, biochemical, flow cytometry, MLPCN library | Botulinum neurotoxin type F light chain protease (Clostridium botulinum) | Multiplex microsphere protease cleavage assay | inhibition, % at 10 µM | actives 0.22% (n = 360,000); in the data active means inhibition above about 35%, passing the limit was not always enough; inconclusive means no clear call, values can overlap the other calls; further: plate controls were buffer without enzyme for full effect and enzyme alone for no effect
# GDH-TPI inh: GDH-TPI coupling enzyme inhibitors, primary screen, artefact control for M. tuberculosis FBA inhibitor project, biochemical, absorbance, full deck. inhibition, % at 4.8 µM. actives 1.2% (n = 360,000). GDH-TPI coupled enzyme counterscreen, NADH absorbance. AID 588335, 2011; in the data active means inhibition above about 30%;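 further: 0% = DMSO wells and 100% = wells lacking the enzyme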
# Numbers without * were called inactive; ? = inconclusive; / = not tested or not shown; & = joins results of further samples.
SMILES,Rv3671c inh,UGM FP inh,FBA Mtb inh,PrPC surface inh,MazF activator,BioA inh,FadD28 binding,BoNT-F LC inh,GDH-TPI inh
O=c1cc(Cn2ccnc2)c2cc(O)ccc2o1,/,-2.2,5,0,9,8.4,0.9,-9,8
CCCCCCCCCCOC(=O)Cn1c(COc2cccc(OC)c2)[n+](C)c2ccccc21,-4,-0.6,0,/,-88,17,-45,-36,0
O=S(=O)(Nc1ccc2cn[nH]c2c1)c1ccc(Cl)cc1,1,-2.6,0,/,5,18,-2.6,4,8
O=C(CSc1ccccc1)NC1CCCCCCC1,-5,-2.3,4,2,-27,0.3,-2.9,-3,3
CCC(OC(=O)c1cccs1)C(=O)NCc1ccc(C)cc1 (stereo unspecified),8,2.3,3,-1,4,/,0.3,-4,3
O=C(COC(=O)C1CCN(S(=O)(=O)c2ccc3c(c2)OCCO3)CC1)Nc1cc(C(F)(F)F)ccc1Cl,-6,0.6,1,1,0,/,-0.4,3,-2
O=C(CSc1nc2ccccc2s1)N1N=C(c2cccs2)CC1c1ccc(F)cc1 (stereo unspecified),-24,-1.1,12,3,-6,0.6,-1.4,-9,11
COc1ccc(CCNC(=O)CN2C(=O)CCSc3ccccc32)c(OC)c1,1,1.8,1,5,8,-0.5,-1.0,-3,7
CC/C(=N\NC(=S)Nc1ccc(OC)cc1)c1ccc(OC(F)F)cc1,-1,-1.2,6,2,-5,/,-0.9,3,9
CC1=NNC(=O)c2ccccc2O1,0,-0.5,11,-6,-15,/,-1.9,-6,0
O=C(CCn1c(=O)oc2ccc(Cl)cc21)N1CCN(c2ccccc2)CC1,-2,-0.6,0,18,9,1.3,-0.5,-3,12
CCOC(=O)c1c(C)[nH]c(C(=O)N/N=C\c2ccccc2Cl)c1C,-52,-3.3,-1,7,-2,-1.7,-3.8,0,14
c1ccc(-c2nn[nH]n2)cc1,5,-2.5,0,-12,5,/,-2.0,?,6
Oc1ccc(Cl)cc1C1=NNC(c2cccs2)C1 (stereo unspecified),9,0.6,16,-4,6,1.8,-4.5,-8,5
CSCCC(NC(=O)c1ccc(Cl)cc1Cl)C(=O)NCC(c1cccs1)N(C)C (stereo unspecified),/,/,-5,-1,7,-0.2,0.0,-2,7
CC(C(=O)NCc1ccco1)n1ccc2cc(S(=O)(=O)N3CCCCC3)ccc21 (stereo unspecified),-8,-0.9,0,10,6,-0.6,-0.3,-5,-2
Cc1ccc(Nc2cc(C)nc3nc(C)nn23)cc1,-1,-0.2,3,-5,3,1.4,0.4,-5,15
Cc1ccc(C(=O)Cc2cc3ccccc3oc2=O)c(C)c1,1,1.0,-4,0,6,/,-4.2,16,-7
Cc1ccc(C(C(=O)NCC2CCCO2)N(C(=O)c2snc(C(N)=O)c2N)c2ccc(C)c(C)c2)o1 (stereo unspecified),3,0.7,4,0,3,/,0.3,-14,8
COC(=O)Cc1c(C)c2ccc(OCC(=O)N3CCCC3)c(C)c2oc1=O,2,-1.1,151*,28*,3,-0.9,0.3,1,22

# Entries from the list above containing an aryl methoxy group, in the order listed:
SMILES,Rv3671c inh,UGM FP inh,FBA Mtb inh,PrPC surface inh,MazF activator,BioA inh,FadD28 binding,BoNT-F LC inh,GDH-TPI inh
CCCCCCCCCCOC(=O)Cn1c(COc2cccc(OC)c2)[n+](C)c2ccccc21,-4,-0.6,0,/,-88,17,-45,-36,0
COc1ccc(CCNC(=O)CN2C(=O)CCSc3ccccc32)c(OC)c1,1,1.8,1,5,8,-0.5,-1.0,-3,7
CC/C(=N\NC(=S)Nc1ccc(OC)cc1)c1ccc(OC(F)F)cc1,-1,-1.2,6,2,-5,/,-0.9,3,9

# (listing goes on)
SMILES,Rv3671c inh,UGM FP inh,FBA Mtb inh,PrPC surface inh,MazF activator,BioA inh,FadD28 binding,BoNT-F LC inh,GDH-TPI inh
O=C(Nc1ccc(Cl)cc1C(=O)NCc1cccnc1)c1ccco1,-2,-0.6,-2,4,1,-1.4,-4.3,2,-1
N#C/C(=N/Nc1ccccc1F)C(=N)N1CCOCC1,2,3.5,-1,4,0,-0.9,0.4,26,32*
O=C(CCCn1c(=S)[nH]c2ccsc2c1=O)NCCc1ccccc1,7,3.0,5,5,6,0.9,0.0,-9,3
COc1ccc(OC)c(NC(=O)c2ccno2)c1,-3,0.1,2,-2,-4,1.1,-0.8,0,-2
CCCc1cc(NCCCn2ccnc2)n2nc(C)c(-c3ccccc3)c2n1,4,-0.3,7,0,5,/,0.6,-1,-5
CCCNC(=O)C1(C)CCN(Cc2ccc(-n3ccnc3)cc2)C1 (stereo unspecified),/,/,1,-10,/,0.6,0.3,4,5
COc1ccc(-n2nc(C(=O)NCC(=O)NC3CCCC(C)C3C)c3ccccc3c2=O)c(OC)c1 (stereo unspecified),-1,-0.2,1,-5,8,5.2,-4.3,-6,-4
O=C(C1=C(O)C(=O)N(Cc2ccco2)C1c1cccc(Cl)c1)c1ccco1 (stereo unspecified),-13,3.7,2,6,8,-0.5,-2.7,3,11
CCNC(=O)C1(C)CCN(C(=O)c2ccc(OC)c(OC)c2)C1 (stereo unspecified),/,/,-2,4,/,1.7,-1.7,0,-6
C[C@]12N[C@H](Cc3ccccc31)c1ccccc12,4,-2.8,-1&-1,-9&1,3&8,-0.1&-0.2,-0.1&-3.0,-10&-9,-10&-4

# Complete entries from above. Order of screens: Rv3671c inh	UGM FP inh	FBA Mtb inh	PrPC surface inh	MazF activator	BioA inh	FadD28 binding	BoNT-F LC inh	GDH-TPI inh
# `CCOC(=O)c1c(C)[nH]c(C(=O)N/N=C\c2ccccc2Cl)c1C` in the list: -52	-3.3	-1	7	-2	-1.7	-3.8	0	14
# `O=c1cc(Cn2ccnc2)c2cc(O)ccc2o1` in the list: /	-2.2	5	0	9	8.4	0.9	-9	8

# Later entries:
SMILES,Rv3671c inh,UGM FP inh,FBA Mtb inh,PrPC surface inh,MazF activator,BioA inh,FadD28 binding,BoNT-F LC inh,GDH-TPI inh
CCCCN(C(=O)CNC(=O)c1cccs1)C(C(=O)NC1CCCC1)c1ccncc1 (stereo unspecified),-7,4.3,-1,-5,1,0.4,-3.2,-1,-5
Cc1ccc(Cn2ccc(O)c(Cc3ccccc3)c2=O)cc1,-17,0.9,1,-2,2,/,-2.2,-3,-3
COc1ccc(-c2cc(C(=O)N3CCCCC3)no2)cc1OC,2,-0.1,-1,5,3,-0.5,-3.3,-1,6
Cc1cccc(CCNC(=O)c2cccc(N3CCCC3=O)c2)c1,2,0.0,0,-5,2,-0.3,-1.7,3,3
CCC(C)NCCOc1ccc(C(C)(C)c2ccccc2)cc1 (stereo unspecified),7,-1.3,1,-6,6,1.5,-4.9,-14,-10
COC(=O)C(Cc1ccccc1)NC(=O)c1ccc(NS(=O)(=O)c2ccc3[nH]c(=O)[nH]c3c2)cc1 (stereo unspecified),-5,3.5,1,4,1,-0.1,-3.3,-10,6
CC(=O)Nc1ccc(S(=O)(=O)Nc2nc(CN3CCOCC3)nc3sc4c(c23)CCCC4)cc1,-7,3.4,7,0,-8,1.8,-1.4,-5,0
COc1ccccc1/C=N/N(C(C)=O)c1nc(-c2ccc(F)cc2)cs1,1,-4.7,0,0,3,/,-0.7,28,5
COc1ccc(CC(=O)N[C@@H]2c3ccccc3CC[C@@H]2OCc2ccccc2)cc1,/,/,0,-3,4,-1.3,0.3,-3,5
O=C(NNc1c2ccccc2nc2ccccc12)C12CC3CC(CC(C3)C1)C2,0,0.5,11,-1,9,-2.0,-0.1,29,-4
C=CCC[C@@H](Cc1ccc(F)cc1)C(=O)OC[C@H](C)NC(=O)[C@@H](CC=C)CC(=O)N[C@@H](CO)Cc1ccccc1,-5,-3.2,5,-4,7,-0.3,-1.3,-3,13
CC(C)Cn1c(SCC(=O)N2CCN(C(=O)c3ccco3)CC2)nc2ccccc2c1=O,-2,-1.0,1,-9,10,/,-3.3,-7,-5
COc1ccc(C2=NO[C@@H]3C(=O)N(C4CCCCC4)C(=O)[C@H]23)cc1OC,-6,1.4,-1,0,8,-0.6,-1.4,4,1
O=C(Nc1ccccc1)N1CCCN(c2nccc(C(F)(F)F)n2)CC1,10,1.0,-1,-4,11,-0.1,-0.9,?,5
Cn1c(C(=O)NC2CC2)cc2c(=O)n(C)c3ccccc3c21,-4,2.3,7,-1,0,-0.5,-1.0,-2,14
COC1=CC(=O)c2c(ccc3ncnc(N)c23)C1=O,/,/,-2,61*,11,/,-0.4,-22,13
Cc1nnc2ccc(N3CCN(C(=O)c4ccccc4)CC3)nn12,0,-1.7,-1,3,7,3.8,-3.1,-13,2
O=C(Oc1ccc(N(Cc2cccs2)C2=NS(=O)(=O)c3ccccc32)cc1)c1ccccc1Cl,11,-1.5,-1,-3,6,-1.6,-3.3,/,12
c1ccc(-n2cnc3cc(NCc4ccccn4)ccc32)cc1,2,-2.3,6,1,2,/,-1.3,-18,8
O=C1C(=C2SCCCS2)CC/C1=C\c1ccc(F)cc1,3,3.0,0,-4,6,/,-2.3,9,12
CC1CCN(C(c2nnnn2CCc2ccccc2)C(C)C)CC1 (stereo unspecified),-2,0.0,5,4,-2,/,0.0,-2,7
COc1ccc(NC(=O)c2cccc(N3C(=O)NC4CC3(C)Oc3ccccc34)c2)cc1 (stereo unspecified),-3,2.7,-2,5,4,2.1,0.3,-10,-6
CC(=O)NCC(=O)N(C)C(C(=O)Nc1ccc2c(c1)OCCO2)c1ccccc1 (stereo unspecified),-1,0.3,7,1,11,-0.8,-0.8,-14,14
CCCCn1c(SCC(=O)N2c3ccccc3Sc3ccccc32)nc2c1c(=O)n(C)c(=O)n2C,-11,4.2,2,3,-10,-2.3,-2.7,/,-5
COCCCN(CCCN)Cc1ccco1,7,0.3,-1,-5,2,/,-3.2,-5,-1
CC(C)C(=O)N1CCN(c2ccc(NC(=S)NC(=O)c3cc4ccccc4o3)cc2)CC1,-4,3.6,3,0,-8,-1.1,0.1,0,0
O=C(NCc1cccc(CNC(=O)Nc2cccc(O)c2)c1)Nc1cccc(O)c1,-11,0.0,13,5,15,-0.2,-1.7,-8,3
O=C(C[C@H]1C[C@H](C(=O)N2CCCCC2)[C@@]2(CCc3ccccc3)c3[nH]c4ccc(Cl)cc4c3CCN2C1=O)NCCc1ccccn1,/,/,-2,/,-7,-0.8,-3.2,-8,-10
Cc1ccn2c(=O)nc(SCC(=O)N3CCCc4ccccc43)nc2c1,4,/,1,-2,-4,/,-1.7,6,18
Cn1ccc(C(=O)NC(=S)N2CCSCC2)n1,-10,0.2,0,-5,11,/,-3.5,-5,0
O=C(c1cc(COc2c(F)cccc2F)on1)N1C[C@H]2CC[C@H]1C2,3,1.7,4,-2,0,0.2,0.5,2,4
CC1(NC(=O)Nc2cccc(Br)c2)CCS(=O)(=O)C1 (stereo unspecified),-5,2.2,-4,3,7,3.0,-4.2,-12,-3
N#CC(c1ccccn1)c1ncc(C(F)(F)F)cc1Cl (stereo unspecified),4,-1.5,-1,-9,-27,-0.3,-0.8,1,11
COc1ccc(C(=O)c2oc3ccc(OC)cc3c2NC(C)=O)cc1,0,/,-1,-6,-7,/,1.5,-2,11
COC(=O)c1ccc(C(=O)OC)c(NC(=O)COC(=O)C2CC2C)c1 (stereo unspecified),-12,-2.8,4,-1,-23,1.5,-0.3,27,18
CCCn1cc(S(=O)(=O)c2ccc(Cl)cc2)c(=O)c2cc(OC)ccc21,7,-1.4,8,8,5,-2.6,-4.6,4,8
O=C(N/N=C(/CC(=O)c1cccs1)C(F)(F)F)c1ccc(O)cc1,-19,3.7,-8,8,0,-5.0,1.1,-5,9
